Screens: PubChem BioAssay, several laboratories
SKN-1 inh – blocks SKN-1 activity in C. elegans. C. elegans VP596 Pgst-4::GFP/RFP ratio, acrylamide-induced, 24 h. inhibition, % at 21.8 µM. actives 0.49% (n = 360,000);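 active means interference check ratio from 0.5 to 1.5 plus GFP to RFP signal ratio inhibition reaching or exceeding a fixed threshold, cut at about 30% in these data, passing the limit was not always enough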; further: some compounds called inactive have numbers as strong as hits
FAS-TE inh – blocks the thioesterase domain of human fatty acid synthase. inhibition, % at 15 µM. recombinant FAS-TE, OMFH fluorogenic substrate, fluorescence endpoint. P49327. AID 602261. actives 0.67% (n = 360,000);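 active means compounds whose normalised, plate-corrected inhibition of enzyme fluorescence in the single-dose primary screen is 50% or more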;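 further: 0% = DMSO with enzyme and 100% = substrate without enzyme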
Neddyl block – inhibitors of human cullin neddylation. TR-FRET cullin neddylation, biochemical. P61081+Q13564. calls only at 25 µM. actives 0.58% (n = 360,000); in the data active means inhibition above about 36%
NadD inh – inhibitors of Staphylococcus aureus NadD | purified NadD enzyme, colorimetric absorbance read-out | inhibition, % at 20 µM | actives 0.78% (n = 360,000); in the data active means inhibition above about 26%; further: some compounds past the cut are filed as inactive
Rpn11 block – blocks the human proteasome subunit Rpn11 | O00487 | human 26S proteasome, Ub4-pepOG fluorescence polarization; 20S core pre-blocked with epoxomicin | calls only at 20 µM | actives 0.59% (n = 360,000);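 active means inhibition at 20 µM, scaled to each plate's controls, above about 33%, limit read from the data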
MT1-MMP act inh – MT1-MMP (human) activation inhibition. P50281. HT1080 RFP-PRO-GFP cells, GFP/RFP ratio fluorescence, overnight; percent of plate control window, DMSO zero. GFP/RFP ratio change, % at 20 µM. actives 0.061% (n = 360,000);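 active means GFP/RFP ratio change of at least 30% with cell ATP level not reduced by more than half and red fluorescence within 50% of control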; further: strong numbers were not always called active
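Read-out: GFP/RFP fluorescence ratio; Test system: RFP-PRO-GFP reporter HT1080 cells; Compound dosing: single-point 20 µM compound, 1% DMSO; Times: overnight compound exposure at 37 °C.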
Rin1 Abl inh – human Rin1-Abl interaction inhibition; actives 0.4% (n = 360,000); inhibition, % at 7.35 µM; TR-FRET Rin1/Abl binding, biochemical; P00519+Q13671; in the data active means inhibition above about 5%, passing the limit was not always enough
PABP1 MLLE inh – blocks PAM2 peptide binding to the PABP1 MLLE domain; P11940; GST-MLLE / FITC-PAM2 fluorescence polarization; inhibition, % at 20 µM; actives 0.36% (n = 360,000); AID 588489; in the data active means inhibition above about 35%, passing the limit was not always enough;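 further: plate controls were DMSO wells with GST-MLLE for no effect and wells lacking GST-MLLE protein for full effect; some results filed as inactive read as strong as hits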
Target sequence (P11940 whole entry, looked up, the tested form may be a part): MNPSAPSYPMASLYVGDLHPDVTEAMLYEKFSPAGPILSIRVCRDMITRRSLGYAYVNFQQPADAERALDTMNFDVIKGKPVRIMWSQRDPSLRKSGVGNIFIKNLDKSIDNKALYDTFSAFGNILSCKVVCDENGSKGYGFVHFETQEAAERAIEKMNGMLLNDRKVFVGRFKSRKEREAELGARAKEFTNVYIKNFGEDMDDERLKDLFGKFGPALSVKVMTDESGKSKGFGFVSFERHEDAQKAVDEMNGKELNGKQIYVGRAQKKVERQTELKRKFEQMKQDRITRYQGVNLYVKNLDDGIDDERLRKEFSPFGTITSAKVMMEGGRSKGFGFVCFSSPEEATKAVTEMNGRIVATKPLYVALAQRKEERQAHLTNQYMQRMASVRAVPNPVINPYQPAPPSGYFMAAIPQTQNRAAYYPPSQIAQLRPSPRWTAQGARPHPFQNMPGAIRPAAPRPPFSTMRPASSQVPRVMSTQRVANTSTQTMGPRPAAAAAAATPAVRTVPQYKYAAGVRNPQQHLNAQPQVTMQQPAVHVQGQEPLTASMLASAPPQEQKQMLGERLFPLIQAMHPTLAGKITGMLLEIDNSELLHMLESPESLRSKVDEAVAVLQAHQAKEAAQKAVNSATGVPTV
CSN deneddyl inh – inhibitors of human CSN-mediated cullin deneddylation | inhibition, % at 12.5 µM | AID 651999 | Purified CSN, SCF-Nedd8-OG deneddylation, fluorescence polarization | actives 0.38% (n = 360,000);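 active means pattern-corrected inhibition above about 35%, with an unprinted fluorescence ratio check between 0.5 and 1.5, limit read from the data, passing the limit was not always enough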;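 further: 0% = enzyme with substrate and 100% = substrate without enzyme; some results filed as inactive read as strong as hits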
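Assay system: HEK293T-derived human Csn5 enzyme; quantity: 0.24 nM enzyme; medium: Tris/NaCl/DTT buffer, pH 7.5; also added: substrate SCFSkp2-Nedd8OG, 10 nM; doses: 12.5 µM compound; schedule: 90 min reaction at room temperature; signal: FP; read-out: % inhibition of substrate cleavage by Csn5; benchmarks: substrate-only high control, full reaction low control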
* = called active by the depositor; i = inactive; nt = not tested or not shown; + = active, no number.

Second line of a record: SKN-1 inh	FAS-TE inh	Neddyl block	NadD inh	Rpn11 block	MT1-MMP act inh	Rin1 Abl inh	PABP1 MLLE inh	CSN deneddyl inh
COc1ccc(C(=O)C(C)OC(=O)CN2C(=O)c3ccccc3C2=O)cc1 (stereo not drawn)
→ -6	2	i	-6	i	-3	0	6	1
CS(=O)(=O)c1ccc(C(=O)OCC(=O)NCc2cccs2)cc1[N+](=O)[O-]
→ -7	13	i	1	+	14	0	-12	7
CC(C)CNc1ncnc2c1ncn2[C@H]1CN(CCc2ccccc2)C[C@@H](CO)O1
→ 21	-3	i	3	i	3	0	-1	-1
O=C(Nc1ccccc1)N1CCc2ccccc2C1
→ 27	-6	i	9	i	2	2	16	-3
CN(C(=O)c1cccc(N2C(=O)C3CC=CCC3C2=O)c1)C1CCCCC1 (stereo not drawn)
→ -1	-5	i	-10	i	-4	0	13	-8
Cc1nc2sc(C(c3cccc(F)c3)N3CCC(O)CC3)c(O)n2n1 (stereo not drawn)
→ 15	-10	i	-6	i	0	0	-12	2
CCN(Cc1nc(-c2ccccc2)no1)C(=O)c1ccoc1C
→ 3	3	i	-4	i	-1	0	-4	2
CC(NC(=O)COC(=O)c1cn(-c2ccccc2)nc1-c1cccs1)c1ccccc1 (stereo not drawn)
→ 12	25	i	3	i	-8	1	-7	3
O=C(O)CS(=O)(=O)c1ccc(C(F)(F)F)cn1
→ 3	-4	i	8	i	0	-2	1	8
CCOC(=O)C1(Cc2ccc(Cl)cc2)CCN(C(C)Cc2ccc(O)c(OC)c2)CC1 (stereo not drawn)
→ -1	4	i	0	i	-1	-1	-27	0
Cc1ccc(C)c(NC(=O)CC2Oc3ccccc3NC2=O)c1 (stereo not drawn)
→ 4	1	i	-4	i	-5	0	14	-3
CCOC(=O)N1CCN(C(=O)c2ccc3oc(CCc4ccccc4)nc3c2)CC1
→ 14	-4	i	4	i	2	-4	3	2
CCOC(=O)C(NC(=O)Nc1ccccc1)(OCC)C(F)(F)F (stereo not drawn)
→ 4	-6	i	7	i	0	4	6	-4
COC(=O)c1[nH]c2ccc(F)cc2c1NS(=O)(=O)c1ccc(OC)cc1
→ -2	-79	i	-4	i	-3	-1	-11	3
N#Cc1cc2c([nH]c1=S)CCCCCC2
→ 2	-8	i	4	i	1	1	38*	-1
C[N+]1(CCNC(=O)/C=N/O)CCCCC1
→ 14	-5	i	23	i	0	0	-134	0
Cc1ccc(-c2nnn(CC(=O)Nc3ccccc3N3CCOCC3)n2)cc1
→ -17	12	i	-1	i	6	2	6	7
O=C(CC1C(=O)NCCN1C(=O)Nc1ccccc1)Nc1cccc(Cl)c1 (stereo not drawn)
→ -4	-1	i	-1	i	-2	-1	12	2
CC(C)Cn1c2nc3ccccc3nc2c2c(=O)n(CCN3CCOCC3)cnc21
→ -17	-4	+	-3	i	5	-4	-1	0
C=CCC1(C#N)C(=S)NC2=C(C(=O)CC(C)(C)C2)C1c1ccc(Br)cc1 (stereo not drawn)
→ 10	-9	i	0	i	0	-1	-7	-5
O=C(c1nc2ccccn2c1CNCCCn1ncc2ccccc21)N1CCCC1
→ 0	-6	i	-11	i	4	-1	6	2
Cc1nn(-c2ccccc2)c(C)c1NC(=O)COC(=O)c1ccc(Cl)c(N)c1
→ 2	-6	i	0	i	7	-4	-23	6
CCC(C)NC(=O)COc1ccccc1[N+](=O)[O-] (stereo not drawn)
→ 13	-15	i	0	i	2	-3	-4	2
O=C(Nc1ncc(Cl)cc1Cl)c1c(F)cccc1Cl
→ -2	-5	i	-8	i	2	1	10	-4
CC12CC3CC(C)(C1)CC(C(=O)Nc1nn[nH]n1)(C3)C2
→ 5	-4	i	-2	i	-1	-1	7	1
C=CCOc1cccc(CNc2ccc3[nH]c(=O)[nH]c3c2)c1
→ 4	-4	i	-1	i	6	2	16	1
Cc1[nH]c(=O)[nH]c(=O)c1S(=O)(=O)N1CCCCC1
→ -3	-4	i	-1	i	0	1	1	0
Cc1oc2c(O)c(O)ccc2c(=O)c1-c1ccc(Cl)cc1
→ 21	2	i	-7	i	0	2	-3	2
O=C1[C@H](Cc2ccccc2)NCC=CC[C@@H](c2ccc(Cl)cc2)N1Cc1ccccc1
→ 2	18	i	-2	i	-2	-1	-9	0
Cc1cc2nc(-c3ccco3)c(Cc3cccc(Cl)c3)n2c(C)c1Br
→ 7	8	i	61*	nt	2	nt	nt	36*

Additional compounds:
Second line of a record: SKN-1 inh	FAS-TE inh	Neddyl block	NadD inh	Rpn11 block	MT1-MMP act inh	Rin1 Abl inh	PABP1 MLLE inh	CSN deneddyl inh
O=C(NC1CCCC1)C(c1ccccc1F)N(C(=O)c1csnn1)C1CC1 (stereo not drawn)
→ 10	-4	i	-1	i	-5	1	14	1
O=C(CNC(=O)c1cccs1)N/N=C/c1ccccc1[N+](=O)[O-]
→ 9	-2	i	-7	i	-1	1	5	0
COc1cc(CN2CCN(Cc3cn(C)c4ccccc34)CC2CCO)cc(OC)c1 (stereo not drawn)
→ 7	-2	i	-4	i	2	-3	-8	-4
COc1ccc(C(=O)C2CCCN(C(=O)c3cc(C4CC4)[nH]n3)C2)c(C)c1 (stereo not drawn)
→ 1	-4	i	5	i	4	2	8	5
CCNc1nc(NCC)nc(OCC(=O)O)n1
→ -13	-10	i	-7	i	1	0	6	5
Cc1cc(NC(=O)CSc2nc(=O)n(CCCN(C)C)c3c2CCCC3)no1
→ 4	-10	i	3	i	4	0	9	-4
CCc1cc2c(=O)nc3n(c2s1)Cc1ccccc1/C3=C(/O)c1ccccc1Cl
→ 22	14	nt	32*	i	-15	0	17	9
CCOC(=O)c1ccc(N2C(=O)CC(N(C)Cc3ccccc3)C2=O)cc1 (stereo not drawn)
→ 15	0	i	2	i	2	1	11	4
Cc1ccccc1S(=O)(=O)NC1=NCCCCC1
→ -2	-9	i	0	i	4	3	-1	-1
Cc1oc(=O)c(NC(=O)c2ccccc2)cc1C(=O)c1ccccc1
→ 8	7	i	3	i	-5	2	27	6
Cc1cc(C)cc(OCC(=O)N2Cc3ccccc3CC2C(=O)O)c1 (stereo not drawn)
→ 15	-3	i	-7	i	1	0	4	0
CCOC(=O)C1(Cc2cccc(Cl)c2)CCCN(C(=O)CCNC(C)=O)C1 (stereo not drawn)
→ 11	-4	i	-2	i	-1	-3	-6	4
CCCNC(=O)COC(=O)c1[nH]c(C)c(C(=O)OCC)c1C
→ 35*	-6	i	3	i	2	-3	-10	4
CC(C)(C)c1ccc(OCCCCCCN2CCNCC2)cc1
→ 9	-18	i	-8	i	7	1	7	0
COc1ccccc1NC(=O)CSc1nnc(CC(=O)Nc2ccccc2F)n1C
→ 12	-5	i	0	i	1	2	-16	0
COc1ccc(NC2CCCN(C(=O)c3cccc(C(F)(F)F)c3)C2)cc1OC (stereo not drawn)
→ 12	-3	i	3	i	1	-1	-1	-4
Cc1ccccc1N(C(=O)c1snc(C(N)=O)c1N)C(C(=O)NCc1ccccc1)c1ccc(O)cc1 (stereo not drawn)
→ 9	4	i	4	i	-11	0	-1	-4
COc1ccccc1NC(=O)CCc1c(C)nc2c(-c3ccc(F)cc3)c(C)nn2c1C
→ 9	18	i	-1	i	14	1	1	-1
Cc1cc(C)c2c(NC(=O)C3CC3)nn(C)c2n1
→ 0	-6	nt	-2	i	1	-1	9	1
COC(=O)c1cc(S(=O)(=O)NCC2CCN(CCc3cccs3)CC2)cn1C
→ -6	-5	i	0	i	3	2	-4	4
CN(C)S(=O)(=O)c1ccc(C(=O)Nc2ccccn2)cc1
→ 11	-4	i	-3	i	11	0	-6	3
COc1ccccc1C(=O)O[C@H]1[C@H](Cc2ccccc2)NS(=O)(=O)[C@H]2C[C@@H]3C=C[C@]12O3
→ 13	16	i	1	i	2	-1	-3	-3
CCn1c(CN(C)c2ccccc2)nc2ccccc21
→ -3	-4	i	-2	i	-8	1	2	2
COc1ccc(C2CC(c3ccc(F)cc3)Nc3nc(N)nn32)cc1OC (stereo not drawn)
→ 4	-7	i	2	i	4	-2	-10	-2
COc1ccc(-c2nnc(NC(=O)Cc3ccccc3)o2)cc1
→ 5	-4	i	9	i	1	1	-8	-1
COc1ccc(NC(C)=O)cc1NC(=O)CN1CCN(CC(=O)Nc2ccccc2Cl)CC1
→ -4	-4	i	3	i	2	0	16	2
NC(=O)C1CCN(C(c2ccccc2F)c2nnnn2Cc2ccco2)CC1 (stereo not drawn)
→ -14	-7	i	2	i	4	-1	-2	2
Cc1nn(-c2ccccc2)c(C)c1NC(=O)COC(=O)CCOc1ccccc1
→ 18	-4	i	0	i	2	-3	6	6
